# Source: PubChem (Broad Institute)
# CAL PDZ FP-1: CAL PDZ peptide-binding inhibitors, primary screen, biochemical, fluorescence polarization, Cer-tagged CAL PDZ, HTS | purified CAL PDZ, TMR-peptide fluorescence polarization, 1 h | inhibition, % at 20 µM | 330,000 tested, 0.02% active | AID 504414, 2011;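 active means highest replicate inhibition of at least 40%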;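 further: plate controls were DMSO neutral control wells for no effect and unlabeled competitor peptide control wells for full effect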
#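 Control set: unlabelled peptide and DMSO controls / Material: purified CerCALP PDZ construct / Timing: 1 h incubation at room temperature before polarization reading / Doses: 20 µM, one dose / Detection: fluorescence polarization (mP)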
# PvdQ inh: P. aeruginosa PvdQ acylase inhibitors, primary screen, biochemical, fluorescence, plate reader and imaging, single point; AID 488965, 2010; purified PvdQ acylase; PvdQ acylase [Pseudomonas aeruginosa LESB58]; inhibition, % at 10 µM; 340,000 tested, 0.063% active; in the data active means inhibition above about 30%, passing the limit was not always enough; inconclusive means no clear call, values can overlap the other calls;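 further: 0% = vehicle neutral wells and 100% = reference inhibitor wells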
# dFosB act: activators of delta FosB homodimer, primary screen, biochemical, fluorescence polarization, TAMRA-CDK5 oligo, single point. purified delta FosB; percent of positive-control signal above neutral wells. activation, % at 25 µM. 340,000 tested, 0.99% active;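 active means mean activation above about 17%, with every replicate also reaching it, limit read from the data, passing the limit was not always enough; inconclusive means only one of the two conditions met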;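 further: fluorescence polarization rise as delta FosB binds a TAMRA Cdk5 AP-1 oligo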
# Target sequence (P13346 whole entry, looked up): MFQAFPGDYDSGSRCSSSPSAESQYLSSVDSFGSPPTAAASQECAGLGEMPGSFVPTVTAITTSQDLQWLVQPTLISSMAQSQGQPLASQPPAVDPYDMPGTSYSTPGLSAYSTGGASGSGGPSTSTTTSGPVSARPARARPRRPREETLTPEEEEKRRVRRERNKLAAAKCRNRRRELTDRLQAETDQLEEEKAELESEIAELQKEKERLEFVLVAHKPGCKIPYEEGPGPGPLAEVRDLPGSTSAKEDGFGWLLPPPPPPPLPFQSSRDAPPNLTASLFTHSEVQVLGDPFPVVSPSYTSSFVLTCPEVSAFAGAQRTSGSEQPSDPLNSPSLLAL
# CAL PDZ FP-2: untagged CAL PDZ binding inhibitors, primary screen, biochemical, fluorescence polarization, HTS | Golgi-associated PDZ and coiled-coil motif-containing protein (Homo sapiens), Q9HD26 | purified CAL PDZ, TMR-peptide fluorescence polarization, 1 h | inhibition, % at 24.9 µM | 300,000 tested, 0.92% active | AID 602252, 2012;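 active means mean inhibition of at least 30% with at least half of replicates also reaching 30%; inconclusive means no clear call, values can overlap the other calls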;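 further: 0% = DMSO neutral control and 100% = excess unlabeled competitor peptide PRC23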
# SR-BI DiI-HDL act: activators of SR-BI mediated DiI-HDL uptake, primary screen, ldlA[mSR-BI] CHO cells, DiI fluorescence; 3 h; 100 = double the neutral-control signal; activation, % at 12.5 µM; 320,000 tested, 0.096% active;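 active means mean replicate activation of at least 60% and every replicate at or above 60%; inconclusive means mean or all-replicate condition met, but not both; inactive means mean below 60% and not all replicates reaching 60%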;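 further: 0% = median plate neutral-control signal and 100% = twice that signal; values of inactives mirror those of a sister screen read the other way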
#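 Test system: SR-BI-overexpressing, LDLR-lacking CHO cells; Also added: labelled HDL, 10 µg/mL; Measured by: bottom-read cell fluorescence after medium removal, ex 550/em 595 nm; Timing: 3 h uptake period with compound, 37 °C; Buffer or medium: F12, 0.5% BSA, 25 mM HEPES; Doses: single compound concentration, delivered by pin transfer.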
# SR-BI DiI inh: inhibitors of SR-BI mediated HDL lipid uptake, primary screen, ldlA[mSR-BI] cells, fluorescence, single point; Scavenger receptor class B member 1 (Mus musculus), Q61009; ldlA[mSR-BI] CHO cells, DiI-HDL uptake fluorescence, 3 h; inhibition, % at 12.5 µM; 320,000 tested, 0.96% active; AID 488896, 2010;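 active means mean replicate inhibition of at least 70% and a set share of replicates each scoring 70 or more; inconclusive means meets just one of the two criteria; inactive means fails both criteria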;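 further: 0% = median of neutral control wells and 100% = median of positive control wells; values of inactives mirror those of a sister screen read the other way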
# Target sequence (Q61009 whole entry, looked up): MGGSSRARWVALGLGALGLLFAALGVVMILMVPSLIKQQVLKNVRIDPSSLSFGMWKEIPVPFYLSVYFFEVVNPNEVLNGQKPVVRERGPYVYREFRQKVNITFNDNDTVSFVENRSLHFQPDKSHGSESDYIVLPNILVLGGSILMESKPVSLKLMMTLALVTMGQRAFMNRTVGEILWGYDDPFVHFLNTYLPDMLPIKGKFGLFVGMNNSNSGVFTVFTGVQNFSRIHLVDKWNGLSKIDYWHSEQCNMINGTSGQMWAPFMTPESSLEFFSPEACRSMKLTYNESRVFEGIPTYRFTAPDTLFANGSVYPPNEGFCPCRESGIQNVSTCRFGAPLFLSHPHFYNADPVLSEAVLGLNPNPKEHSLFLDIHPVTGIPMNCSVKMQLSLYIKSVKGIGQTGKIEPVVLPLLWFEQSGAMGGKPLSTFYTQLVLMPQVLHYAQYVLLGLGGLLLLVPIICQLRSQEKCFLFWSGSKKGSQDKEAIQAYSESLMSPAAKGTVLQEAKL
# Rtt109 HAT inh: inhibitors of C. albicans Rtt109/Vps75 HAT, primary screen, biochemical, ThioGlo CoA-SH fluorescence, plate reader. Histone acetyltransferase RTT109 (Candida albicans (strain SC5314 / ATCC MYA-2876)), …. 330,000 tested, 0.16% active. inhibition, % at 34.9 µM. AID 540336, 2011. purified Rtt109/Vps75, 4 h;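 active means inhibition of at least 50% in every replicate; inconclusive means best replicate reaches 50% inhibition but some replicates fall short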
# PfHsp90 yeast 2: growth inhibition of PfHsp90-expressing yeast, primary screen, antimalarial PfHsp90 inhibitor project, S. cerevisiae, BacTiter-Glo luminescence, single point, set 2; BacTiter-Glo ATP, 48 h; yeast lacking PDR1 and PDR3 efflux regulators; inhibition, % at 9.4 µM; 310,000 tested, 0.32% active;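 active means every replicate shows inhibition above about 80%, whatever the replicate mean, limit read from the data; inconclusive means mean inhibition reaches the set limit but some replicate falls short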;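 further: 0% = DMSO neutral controls and 100% = 20 µM radicicol positive controls; yeast relying on Plasmodium falciparum Hsp90 in place of its own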
# NSD2 inh: NSD2 histone methyltransferase inhibitors, primary screen, biochemical, AlphaScreen, single concentration, set 2. NSD2 peptide methylation, 120 min. inhibition, % at 12.5 µM. 310,000 tested, 0.54% active. AID 743445, 2014; in the data active means inhibition above about 50%
# MITF TRPM1 HTS: activators of MITF-driven TRPM1 promoter reporter, primary screen, cell-based, SK-MEL-5, luciferase, single point; AID 588334, 2011; SK-MEL-5 TRPM1-promoter luciferase, 24 h; % of positive control, neutral wells = 0; 300,000 tested, 0.75% active; activation, % at 12.5 µM;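 active means mean activation of at least 80% with every replicate also reaching 80%; inconclusive means mean reaches 80% but some replicate falls short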;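 further: 0% = neutral control wells and 100% = parthenolide positive control wells; values of inactives mirror those of a sister screen read the other way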
# Starred values were filed as active, the others as inactive; ? = inconclusive; . = no result given.
# Results follow in this order: NSD2 inh	SR-BI DiI-HDL act	Rtt109 HAT inh	dFosB act	MITF TRPM1 HTS	PfHsp90 yeast 2	SR-BI DiI inh	CAL PDZ FP-2	PvdQ inh	CAL PDZ FP-1
Cc1nc2c(c3c1[nH]c1ccccc13)C(O)CC(C)(C)C2 (configuration not stated)
  -7.2	-7.8	-4.5	-11.1	-23.3	15.5	7.8	-1.3	-19.4	0.1
Cc1ccccc1CC(=O)N1CCN(C(=O)C2CCCO2)CC1 (configuration not stated)
  -0.6	9.4	-5.8	-9.8	-2.8	20.8	-9.4	0.5	-5.7	-1.8
O=C(O)c1ccc(Sc2nnc(-c3cccc(Br)c3)o2)c([N+](=O)[O-])c1
  4.8	18.7	2.4	-0.9	-4.2	31.3	-18.7	-14.2	-10.3	0.6
Cc1cc(Oc2ccc(OCC(N)=O)nn2)nc(Cl)n1
  1.6	15.2	-6.1	11.2	1.6	-10.2	-15.2	-0.1	18.6	1.3
O=C(NNc1nc2ccccc2s1)C1CC1
  -3.0	5.0	1.2	0.1	-6.8	16.5	-5.0	-1.5	-11.0	-2.1
CC(=O)c1cccc(OCC(=O)N(CCC2=CCCCC2)c2c(N)n(Cc3ccccc3)c(=O)[nH]c2=O)c1
  0.2	12.6	-3.7	-4.1	-16.0	-1.2	-12.6	-4.6	-5.6	-1.7
CC(C)n1c(CCC(=O)O)ccc1-c1ccccc1
  .	.	-30.0	3.4	8.9	11.1	.	-0.4	-6.0	0.1
CCc1c(C(=O)N2CCCN(C)CC2)csc1C
  0.7	.	-4.1	-3.6	-1.6	10.0	-28.8	-2.8	0.0	-1.0
CC(C)N=C1SCC(C)(/C=N/O)S1 (configuration not stated)
  -1.0	28.6	1.1	1.2	-6.2	-5.7	-28.7	-1.7	-12.2	.
COCCNC(=O)c1cccc2c1C(=O)c1ccc(N3CCOCC3)cc1S2(=O)=O
  .	-15.6	6.7	-2.0	9.2	-13.5	15.6	-3.2	3.9	1.5
Cc1nc2nc(-c3ccccc3)cn2nc1C
  .	17.1	3.7	-2.7	14.3	3.8	-17.1	-2.6	6.9	0.2
Cc1ccc(-n2nc3c(=O)n(C(C)C(=O)NCc4ccco4)nc(C)c3c2C)cc1 (configuration not stated)
  0.3	-6.9	6.2	-5.9	-2.4	14.7	6.9	.	4.0	-0.7
O=Cc1cn[nH]c1-c1cccc([N+](=O)[O-])c1
  -2.3	10.6	.	-1.1	7.8	-15.0	-10.6	-1.2	-6.7	-1.1
COc1ccc(Cl)cc1NC(=O)CN(C)C(=O)CCNC(=O)c1ccccc1OC
  -0.6	-6.1	-22.2	-2.0	-3.1	.	6.1	-1.9	-7.0	0.8
O=C(Nc1ccccc1Cl)N1C2CCC1CC(O)(c1cccnc1)C2 (configuration not stated)
  -4.4	9.7	7.0	6.0	-6.3	-9.5	-9.7	-4.1	-15.4	0.0
CCc1ccc2c(c1)C(=O)CCC2
  8.4	3.9	-3.0	-1.4	-1.4	-2.0	-3.9	0.8	-7.6	-0.4
CC(Oc1ccc2c3c(c(=O)oc2c1)CCC3)C(=O)N[C@@H](Cc1ccccc1)C(=O)O (some centres not stated)
  .	-28.2	-14.0	0.0	-4.9	-9.7	28.2	-1.8	-14.6	0.2
CC(=O)c1ccccc1NC(=O)c1ccc2c(c1)NC(=O)C(C)S2 (configuration not stated)
  -0.7	-53.1	17.5	-39.9	63.9	-6.5	53.1	-0.5	8.4	-5.5
Nc1cc2c(cc1[N+](=O)[O-])-c1ccccc1C2=NO
  3.2	-11.8	7.5	?	18.4	127.7*	11.8	15.7	-15.6	1.2
CC1(C)CC(=O)c2sc(NS(C)(=O)=O)nc2C1
  -0.9	34.2	-2.5	1.3	-10.4	5.2	-34.2	.	-8.4	-0.3
C[C@@H](CN1C2=NC[C@H](Cc3ccccc3)N2C[C@H]1Cc1ccc(O)cc1)NC(=O)CCC1CCCCC1
  .	14.6	15.1	-9.0	1.9	15.0	-14.6	-5.5	-5.8	-1.4
Cc1ccc(-c2nc(S(=O)(=O)c3ccc(C)cc3)c(N3CCOCC3)o2)cc1
  8.2	.	-13.0	-1.8	.	14.7	.	4.4	-10.9	-0.3
COc1ccc(/C(N)=N/OC(=O)Cc2cccs2)cc1
  -0.5	16.2	-6.1	-1.7	?	6.1	-16.2	-2.8	11.9	-1.0
COc1ccc(CCNC(=O)C2CCCN(S(=O)(=O)c3ccc(OC)cc3)C2)cc1 (configuration not stated)
  -1.2	-2.0	-2.3	-7.0	-1.6	-14.0	2.0	-3.7	9.2	-2.7
CCCOc1ccc(C(F)(F)F)cc1NC(=O)c1cc(C)on1
  -2.4	-72.4	0.7	-5.4	-2.7	-9.9	72.4*	-3.8	8.5	-1.3
Cc1ccc(O)c(NC(=S)NC(=O)c2ccccc2Cl)c1
  -2.8	-11.8	.	-2.2	9.7	2.6	11.8	1.6	-10.0	-0.4
CNC(=O)C1CC(=O)N(c2ccc(OCC(=O)Nc3ccc(F)cc3)cc2)C1 (configuration not stated)
  .	6.3	4.4	-8.9	-3.1	-0.5	-6.3	.	-12.8	-1.4
COC(=O)c1ccccc1NC(=O)CCC(=O)N1CCSc2ccccc21
  .	11.4	-0.4	-3.3	3.8	4.0	-11.4	.	-8.7	-1.1
CCOC(=O)c1nn(-c2ccccc2F)c2nc(Nc3ccccc3)cc(=O)n12
  -4.5	-9.1	0.5	-10.0	-2.9	5.8	9.1	1.6	-7.9	-0.8
COC(=O)c1ccccc1NC(=O)c1noc2c1CCCC2
  -6.6	-10.0	27.4	-49.2	-2.6	-7.7	10.0	.	-14.5	-3.5
COc1ccc(N=c2scc(C)n2CCCN2CCCC2=O)cc1
  151.3*	16.3	-0.3	5.6	3.4	2.5	-16.3	-1.9	-5.8	-1.4
Cc1cc(O)cc(O)c1C(=O)Cc1ccccc1
  0.2	-7.2	0.2	1.8	0.4	2.5	7.2	-2.3	6.8	0.3
O=C(Cc1ccc([N+](=O)[O-])cc1)NCCc1ccc2c(c1)OCO2
  0.6	-30.8	-1.5	-9.0	3.1	3.0	30.8	-0.8	-8.6	-1.7
Cc1nn(C)c(C)c1CN(C)S(=O)(=O)c1ccc2ccccc2c1
  .	.	3.2	1.2	-17.8	8.3	.	-2.0	-10.3	-3.3
CC1CN(S(=O)(=O)c2cccc(C(=O)NCc3ccc4c(c3)OCO4)c2)CC(C)O1 (configuration not stated)
  -2.8	2.7	-13.8	-8.9	0.0	-1.4	-2.7	-2.3	-3.2	-0.2
Cc1ccc2c(c1)nnn2C1CCN(CC(=O)Nc2ccc3c(c2)OCCO3)CC1
  .	-12.8	4.8	-8.0	.	.	12.8	-1.8	-2.9	-1.6
CCOC(=O)c1sc2nc(N3CCOCC3)c3c(c2c1N)CCN(Cc1ccccc1)C3
  -6.0	-14.8	3.9	-14.1	4.8	25.6	14.8	-1.5	-2.5	-1.3
CN(CCc1ccccc1)C(=O)c1ccc(NC(=O)Cc2ccc(NC(=O)C3CCCN(C(=O)c4ccccc4)C3)cc2)cc1 (configuration not stated)
  .	-4.5	-2.8	-9.4	-3.9	11.6	4.5	0.4	-11.2	-2.1
c1ccc(-c2nc3cccnc3nc2-c2ccccc2)cc1
  -0.3	-8.4	5.4	-5.8	-3.8	-14.0	8.4	-5.7	-3.1	-0.9
O=C(O)CSc1cc(C(F)(F)F)nc(-c2ccccn2)n1
  -1.8	-1.9	-11.1	-3.9	.	.	1.9	-1.7	2.5	.
COc1ccc(C(=O)OCC(=O)Nc2ccc3[nH]c(=O)[nH]c3c2)c(OC)c1OC
  0.0	-4.2	5.3	1.2	0.2	-32.9	4.2	-2.0	-23.9	-2.5
O=C(NC1CCC(O)CC1)c1cccc2cccnc12 (configuration not stated)
  2.5	.	-19.2	-1.0	-10.1	13.0	.	.	0.0	-0.1
COc1ccc(C(=O)O/N=C2\CCS(=O)(=O)c3sccc32)cc1
  7.9	-4.7	11.3	-1.1	4.7	5.9	4.7	4.2	-8.0	-3.6
CCOC(=O)COc1ccc(/C=C2/SC(=Nc3ccccc3)N(Cc3cccnc3)C2=O)cc1OC
  1.4	-71.9	-8.0	-3.1	-7.1	-7.6	?	-3.9	-26.9	.
CCN(CC(=O)Nc1ccccc1OC)C(=O)CN1C(=O)NC(C)(c2ccc(C)cc2)C1=O (configuration not stated)
  4.2	-16.8	3.4	-4.6	9.5	10.0	16.8	-5.7	-8.8	-1.1
S=C(NCCCN1CCOCC1)N1CCN(c2nc(-c3ccccc3)cs2)CC1
  0.7	-42.6	5.3	-10.6	-2.9	14.9	42.6	-2.4	2.9	-0.7
COc1cccc(N2C(=O)CC(N3CCN(S(=O)(=O)c4ccccc4[N+](=O)[O-])CC3)C2=O)c1 (configuration not stated)
  -5.0	10.9	5.9	-11.0	-2.1	3.2	-10.9	.	-5.4	1.5
O=C(CCNS(=O)(=O)c1cccc2nsnc12)NCc1ccccc1Cl
  -2.5	11.6	-2.3	0.5	-3.7	2.4	-11.6	-3.4	-8.2	0.1
COC(=O)c1cccc(-c2ccc(C(c3c(C)[nH][nH]c3=O)c3c(C)[nH][nH]c3=O)o2)c1
  106.7*	-2.6	14.1	-3.8	-3.2	-3.7	2.6	2.5	0.3	-3.0

# Single records (already shown). Order of screens: NSD2 inh	SR-BI DiI-HDL act	Rtt109 HAT inh	dFosB act	MITF TRPM1 HTS	PfHsp90 yeast 2	SR-BI DiI inh	CAL PDZ FP-2	PvdQ inh	CAL PDZ FP-1
# CCc1c(C(=O)N2CCCN(C)CC2)csc1C is entered as 0.7	.	-4.1	-3.6	-1.6	10.0	-28.8	-2.8	0.0	-1.0
# Cc1ccc2c(c1)nnn2C1CCN(CC(=O)Nc2ccc3c(c2)OCCO3)CC1 is entered as .	-12.8	4.8	-8.0	.	.	12.8	-1.8	-2.9	-1.6
